# DT40 TDP1 CPT – DT40-hTDP1 cell growth loss with CPT; chicken DT40 Tdp1-/-;hTDP1 cells + 20 nM CPT, ATP luminescence, 48 h; hit rate 12% among 420,000; AID 686979; Potency, µM (top dose mostly 46.2 µM), for the others: at the highest dose activity change, negative = growth inhibition, most hits filed as inhibitors; further: nearly all actives have a fitted effect of over 55% in size
#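 Cell growth measured by CellTiter-Glo luminescence after a minimum 48 h, 37 C compound exposure with 20 nM CPT in Tdp1-knockout DT40 cells stably expressing hTDP1, seeded 400/well; qHTS titration format.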
# N370S GC mod – inhibitors or activators of N370S glucocerebrosidase for Gaucher disease; P04062; N370S GC spleen homogenate, 4MU-glucoside fluorescence; Potency, µM (highest dose often 59.4 µM), without a hit: top-dose activity change, negative = inhibition, hits mostly inhibitors; hit rate 0.092% among 330,000; AID 2101;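 further: 0% = full enzyme activity and -100% = no enzyme basal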
# FEN1 inhibitor – human FEN1 inhibition; P39748; Recombinant FEN1 flap cleavage, fluorescence, 15 min; Potency, µM (top dose mostly 114 µM), for inactives: at the highest dose activity change, negative = inhibition, most hits filed as inhibitors; hit rate 0.35% among 390,000; further: nearly all actives have a fitted effect of over 65% in size
# Target sequence (P39748 whole entry, looked up): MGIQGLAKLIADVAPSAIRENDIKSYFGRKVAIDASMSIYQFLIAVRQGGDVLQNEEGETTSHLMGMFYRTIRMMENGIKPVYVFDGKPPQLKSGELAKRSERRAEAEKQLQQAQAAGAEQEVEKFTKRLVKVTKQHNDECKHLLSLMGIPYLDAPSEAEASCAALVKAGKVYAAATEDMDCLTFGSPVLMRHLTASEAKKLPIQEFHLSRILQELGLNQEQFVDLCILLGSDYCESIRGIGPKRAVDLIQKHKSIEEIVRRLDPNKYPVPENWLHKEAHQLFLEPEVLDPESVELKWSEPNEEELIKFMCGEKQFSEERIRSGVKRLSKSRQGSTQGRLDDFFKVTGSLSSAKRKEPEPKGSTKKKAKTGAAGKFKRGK
#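 Enzyme 10 nM, 15 min RT preincubation with compound; start with substrate 50 nM final; reads at 0 and 15 min; qHTS titration, four-parameter Hill fit.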
# * hit, by the source's call; ? = inconclusive; · = no result given; & = joins results of further samples. The call rests on the fitted dose curve; in most records, active means well fitted curve in the direction sought with a large enough effect; inconclusive means small, poorly fitted or top-dose-only effect, or another doubt; inactive means no such curve, though single readings can be large; an effect the other way counts as inactive or inconclusive. Unless noted, on the % scale 0 is the no-effect control and ±100 the full control effect; potency means the concentration at half of the fitted maximal effect. These rows are one share of the data, so the mix of outcomes need not match the whole.
SMILES,DT40 TDP1 CPT,N370S GC mod,FEN1 inhibitor
CC(C)OC(=O)c1ccc(NC(=O)c2ccccc2)cc1,?,-17%,-4%
COC(=O)c1cn(NC(=O)c2ccc([N+](=O)[O-])cc2Cl)c(=O)c2ccccc12,7%,0%,3%
COc1ccc(C(=O)NCC(=O)N/N=C/c2ccc(C)o2)cc1OC,20%,-6%,25%
CC(=O)c1ccc(N2CCN(S(=O)(=O)c3cccc4nonc34)CC2)cc1,?,-18%,-2%
Cc1cccc(NC(=O)c2ccccc2OCC(=O)c2ccc(F)cc2)c1,14%,9%,-9%
CN1C(=O)c2cccc(NCCCCCCN3C(=O)c4ccccc4C3=O)c2C1=O,21µM*,-8%,8%
COc1ccc(C(CNC(=O)COc2ccccc2OC)N(C)C)cc1OC (stereo not drawn),-6%,8%,1%
COC(=O)c1nnn(CC(=O)Nc2ccc(Br)c(C)c2)c1N,-3%,·,10%
CCN(CC)S(=O)(=O)c1ccc2[nH]c(=O)cc(C(=O)Nc3ccc(C)c(S(=O)(=O)N(CC)CC)c3)c2c1,?,-8%,-18%
O=C(CO)c1c[nH]c2ccccc12,-2%,·,-6%
Nc1ccc(C(=O)O)c(O)c1,4%&-25%&14%&5%&-27%,1%&-5%&-1%&-5%&19%&5%,17%&12%&-9%
CCCCCCCCNC1=CC(=O)CC(C)(C)C1,?,?,12%
O=C(CC1CCCC1)NCCS(=O)(=O)N1CCN(c2ccc(F)cc2)CC1,?,-2%,1%
Cn1nnnc1SCCCNCc1ccc(-c2ccc(F)c(Cl)c2)o1,?,·,7%
Nc1c(C=C2C=CC(=O)C=C2)c(=O)nc2sc(CC(=O)N3CCCC3)nn12,9%,2%,11%
Cc1ccc(OCc2nnc(SCC(=O)CC(=O)Nc3ccccc3)o2)cc1,-23%,1%,3%
COc1ccc(CCNC(=O)C2=COCCO2)cc1,11%,4%,-10%
Cc1ccc2c(c1)c1c3n2CCN(C=O)C3CCC1 (stereo not drawn),-9%,-10%,-8%
COc1ccc([N+](=O)[O-])cc1N/C(=N/S(=O)(=O)c1ccccc1)c1ccccc1,10%,22%,-6%
O=C(Nc1ccc(N2CCOCC2)cc1)C1CCN(C(=O)OCc2ccccc2)CC1,2%,-6%,8%
CC1=C(C(=O)Nc2cccnc2)C(c2ccccc2)n2nc(SCc3ccccc3)nc2N1 (stereo not drawn),-24%,·,-10%
COc1ccc(CCn2c3c(c(=O)[nH]c2=O)C(NC(=O)c2ccccc2F)(C(F)(F)F)C(=O)N3)cc1OC (stereo not drawn),26%,·,11%
O=C(COC(=O)C(Cc1c[nH]c2ccccc12)NC(=O)c1ccc(Br)cc1)c1ccc(Cl)cc1 (stereo not drawn),-27%,·,-11%
O=S(=O)(NCCC1CC1(Cl)Cl)c1ccc(Cl)cc1 (stereo not drawn),-6%,-6%,-12%
COc1ccc(N(CC(=O)Nc2nc3ccc(C)cc3s2)S(=O)(=O)c2c(C)nn(C)c2C)cc1,?,1%,-5%

# Profiles, looked up by structure.
# COc1ccc(CCNC(=O)C2=COCCO2)cc1 is listed with DT40 TDP1 CPT: 11%; N370S GC mod: 4%; FEN1 inhibitor: -10%
# O=C(CO)c1c[nH]c2ccccc12 is listed with DT40 TDP1 CPT: -2%; N370S GC mod: ·; FEN1 inhibitor: -6%

# Looked up above.
# Reading of O=C(CC1CCCC1)NCCS(=O)(=O)N1CCN(c2ccc(F)cc2)CC1 in N370S GC mod: -2%
# Reading of O=C(CO)c1c[nH]c2ccccc12 in FEN1 inhibitor: -6%
# Reading of CC1=C(C(=O)Nc2cccnc2)C(c2ccccc2)n2nc(SCc3ccccc3)nc2N1 (stereo not drawn) in FEN1 inhibitor: -10%
# Reading of COc1ccc(C(=O)NCC(=O)N/N=C/c2ccc(C)o2)cc1OC in DT40 TDP1 CPT: 20%
# Reading of COc1ccc(CCNC(=O)C2=COCCO2)cc1 in FEN1 inhibitor: -10%
# Reading of Cc1ccc(OCc2nnc(SCC(=O)CC(=O)Nc3ccccc3)o2)cc1 in FEN1 inhibitor: 3%

# (cont.)
SMILES,DT40 TDP1 CPT,N370S GC mod,FEN1 inhibitor
O=C1Nc2cc(Cl)c(Cl)cc2N(O)N1c1ccc(Cl)cc1,-8%,5%,0%
CCOc1ccc(N2C(=O)C3ON(c4ccccc4)C(c4cccs4)C3C2=O)cc1 (stereo not drawn),12%,-23%,0%
COc1ccc(NC(=O)c2cc(-c3ccc(C)cc3)on2)cc1,10%,1%,-5%
CCCNC(=O)C1CCN(S(=O)(=O)c2ccc(Br)cc2)CC1,-22%,5%,6%
CC(C)(C)c1ccc(C(=O)NNC(=O)c2ccncc2)cc1,-7%,0%,0%
CCN(CC)c1ncn(Cc2c(Cl)cccc2Cl)c2ncnc1-2,?,7%,-12%
Cc1cccc(NC(=O)CC2S/C(=N/c3nccs3)N(C)C2=O)c1 (stereo not drawn),-16%,1%,-4%
COc1ccc(/C(C)=N/Nc2ncc(Cl)cc2Cl)c(O)c1,?,19%,3%
c1ccc(N2CCN(c3ccccc3)C2c2cccs2)cc1,-4%,11%,-12%
O=C1N(Nc2ccccc2)C(c2ccc(Br)cc2)C12CCCCC2 (stereo not drawn),-18%,4%,-11%
Cc1ccccc1N1C(=O)C2C3CC(=O)C(c4ccccc43)C2C1=O (stereo not drawn),-14%,-22%,-8%
Cc1noc(-c2ccc(-c3noc(-c4cccc(F)c4)n3)cc2)n1,-13%,·,22%
CCc1ccc(NC(=O)CCNS(=O)(=O)c2cccc3nsnc23)cc1,-9%,-5%,-14%
O=C(CC1C(=O)NCCN1Cc1cccc(Oc2ccccc2)c1)NCc1cccnc1 (stereo not drawn),-2%,2%,-5%
C/C(CC(=O)Nc1ccc(Cl)c(C(F)(F)F)c1)=N\NC(=O)c1cccc(O)c1,-1%,3%,-7%
CC1=C(C(=O)Nc2ccccc2C)C(c2ccccn2)n2ncnc2N1 (stereo not drawn),2%,·,5%
CCCCn1c(N)c(N(CC(C)C)C(=O)CSc2n[nH]c(-c3ccc(C)cc3)n2)c(=O)[nH]c1=O,-21%,-21%,14%
Cc1cc(OCC(=O)Nc2ccccc2C(N)=O)c2c(C)cc(=O)oc2c1,?,-14%,-3%
CCCCC(c1nnnn1CS(=O)(=O)c1ccc(C)cc1)N1CCC(C(N)=O)CC1 (stereo not drawn),-9%,-3%,5%
COc1cc(Br)c(C(=O)c2nccc3cc(OC)c(OC)cc23)cc1OC,23µM*,-5%,-23%
Cc1ccc(OCC(=O)Nc2c(C)nn(-c3ccccc3)c2C)c(Br)c1,?,-4%,-9%
CCOCCCN1C(=O)c2[nH]nc(-c3ccccc3O)c2C1c1ccc(CC)cc1 (stereo not drawn),21µM*,·,?
O=C(c1ccccc1)c1ccc(OCC(O)CN2CCOCC2)cc1 (stereo not drawn),-6%,·,8%
Cc1noc(C)c1NC(=O)Nc1cccc2c1O[C@H](CN(C)C(=O)Nc1ccc3c(c1)OCO3)[C@@H](C)CN([C@H](C)CO)C2=O,6%,·,-3%
COCCNc1nc(NCc2ccccc2)c2cnn(C)c2n1,-3%,-3%,-4%

# (cont.)
SMILES,DT40 TDP1 CPT,N370S GC mod,FEN1 inhibitor
COc1ccc(OC)c2[nH]c(=O)c(CCNS(=O)(=O)c3ccc(C)cc3)cc12,3%,9%,4%
CCOC(=O)N1CCC(N2Cc3cccc(C(=O)N4CCN(c5cccc(C)c5C)CC4)c3C2=O)CC1,?,4%,-17%
Cn1c(-c2sc3cc(C(F)(F)F)cnc3c2-c2cccnc2)n[nH]c1=S,-4%,3%,-2%
Cc1ccc(NC(=O)c2ncn(CCCN3CCN(c4ccccn4)CC3)n2)cc1C,?,·,12%
CN(C)Cc1c(C(=O)N/N=C/c2ccccc2OCc2ccc(F)cc2)nnn1-c1nonc1N,11%,-5%,2%
COc1ccc(C(=O)NC2CCCCCC2)cc1S(=O)(=O)N1CCCC1,26%,8%,0%
CCOC(=O)C1=C(COC(=O)/C=C/c2cc(Br)ccc2F)NC(=O)NC1C (stereo not drawn),-3%,-19%,-2%
Cc1ccc(C2N=C(N)Nc3nc4ccccc4n32)cc1 (stereo not drawn),?,-5%,-2%&6%
CCOc1ccccc1CNCc1ccc(F)cc1,-3%,-7%,-7%
CCOC(=O)N/N=C/c1ccc(OC)c(O)c1,7%,15%,22%
COc1ccc(N(CC(=O)N2CCN(Cc3ccccc3)CC2)S(C)(=O)=O)cc1,15%,-18%,-5%
COc1ccc(CCNC(=O)CSc2nc(-c3ccco3)cc(C(F)(F)F)n2)cc1OC,-8%,3%,-7%
C/C=C\C(=O)Nc1cccc(C2=NOC3(C2)C[C@@H](C(N)=O)N(C(=O)c2ccc(Cl)cc2)C3)c1 (stereo partly drawn),-19%,-2%,4%
CCC1(c2ccc(F)cc2)NC(=O)N(CC(=O)c2ccc[nH]2)C1=O (stereo not drawn),-20%,0%,4%
Cc1cc(S(=O)(=O)Nc2ccc(C(=O)NCc3cccnc3)cc2)ccc1F,-14%,-16%,-1%
O=C(O)/C=C/C(=O)NC1CCC(CC2CCC(NC(=O)/C=C/C(=O)O)CC2)CC1 (stereo not drawn),-6%,-19%,12%
Cc1ccc(C)c(NC(=O)CN2C(=O)COc3ccc(Cl)cc32)c1,-16%,·,7%
Fc1ccc(NC(=S)N2CCc3ccccc3C2)c(F)c1,-12%,-9%,-6%
N#Cc1ccc(-c2ccc(OCC(=O)Nc3cccnc3)cc2)cc1,?,-12%,-2%
O=C(OCc1c(-c2ccccc2)ncc2ccccc12)c1ccccc1C(F)(F)F,1µM*,·,-2%
COc1ccc(CNC(=O)C[C@H]2C[C@H](C(=O)N(C(C)C)C(C)C)[C@@]3(C)c4[nH]c5ccc(Cl)cc5c4CCN3C2=O)cc1OC,18µM*,·,-4%
Cc1ccc(N2C(=O)N(Cc3cccc(Cl)c3)c3ccccc3S2(=O)=O)cc1,?,·,-12%
O=C(NCc1ccccc1)c1ccc(NC(=O)C2CCCO2)cc1 (stereo not drawn),-18%,0%,2%
O=C(O)CSc1ncccn1,-5%,3%,2%
CCOc1cc(/C=N\NC(=O)CC(=O)NCCc2ccccc2)ccc1O,-5%,-17%,6%
CCC(=O)N1CCc2cc(S(=O)(=O)CCC(=O)Nc3ccc(C(C)=O)cc3)ccc21,17%,-1%,-12%
O=C(O)/C(=C\c1cccc(OCc2ccccc2)c1)c1ccc(F)cc1,-3%,0%,-5%
O=C(CCSc1ccccc1Cl)Nc1cccc([N+](=O)[O-])c1,-10%,?,-12%

# Shown tab-delimited: four of the compounds above
SMILES	DT40 TDP1 CPT	N370S GC mod	FEN1 inhibitor
COc1ccc(CCNC(=O)CSc2nc(-c3ccco3)cc(C(F)(F)F)n2)cc1OC	-8%	3%	-7%
C/C=C\C(=O)Nc1cccc(C2=NOC3(C2)C[C@@H](C(N)=O)N(C(=O)c2ccc(Cl)cc2)C3)c1 (stereo partly drawn)	-19%	-2%	4%
CCC1(c2ccc(F)cc2)NC(=O)N(CC(=O)c2ccc[nH]2)C1=O (stereo not drawn)	-20%	0%	4%
Cc1cc(S(=O)(=O)Nc2ccc(C(=O)NCc3cccnc3)cc2)ccc1F	-14%	-16%	-1%

# Arranged by length of the SMILES (high to low): some entries from above
SMILES,DT40 TDP1 CPT,N370S GC mod,FEN1 inhibitor
CCOC(=O)N1CCC(N2Cc3cccc(C(=O)N4CCN(c5cccc(C)c5C)CC4)c3C2=O)CC1,?,4%,-17%
CCC1(c2ccc(F)cc2)NC(=O)N(CC(=O)c2ccc[nH]2)C1=O (stereo not drawn),-20%,0%,4%
CCOc1cc(/C=N\NC(=O)CC(=O)NCCc2ccccc2)ccc1O,-5%,-17%,6%
